# Screening results deposited in PubChem BioAssay by several laboratories.
# RTF Ca sens act: cardiac RTF calcium sensitization. AID 493008. IANBD-labeled TnC RTF fluorescence at EC20 calcium; 0% EC20 calcium, 100% full calcium. P19429+P45379. activation, % at 7.2 µM. 340,000 tested, 0.24% active;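 active means activation above the mean over all tested compounds plus 3 SD, cut at about 30% in these data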;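 further: rise in fluorescence read as greater calcium sensitivity of cardiac thin filaments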
# C-LANA FP: blocks KSHV LANA C-terminal domain binding to DNA; AID 504423; 340,000 tested, 0.078% active; MBP-C-LANA/FAM-LBS DNA binding, fluorescence polarization; inhibition, % at 9 µM;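 active means highest replicate inhibition at or above 60% at 9 µM, even if other replicates fall short; inactive means all replicates below 60% inhibition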;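 further: 0% = neutral control wells and 100% = 4 µM acridine orange control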
# PvdQ inh: P. aeruginosa PvdQ acylase inhibition. purified PvdQ acylase, fluorescence plate reader. inhibition, % at 10 µM. 340,000 tested, 0.063% active. AID 488965; in the data active means inhibition above about 30%, passing the limit was not always enough;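 further: 0% = vehicle neutral wells and 100% = reference inhibitor wells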
# Rtt109 Vps75: inhibitors of Candida albicans Rtt109/Vps75 histone acetyltransferase; Q5AAJ8; purified Rtt109/Vps75, ThioGlo CoA-SH fluorescence, 4 h; inhibition, % at 34.9 µM; 330,000 tested, 0.16% active; AID 540336;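 active means inhibition of at least 50% in every replicate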
# Mot1-301 SUMO: SUMOylation pathway inhibition by Mot1-301 growth rescue; growth rescue, % at 18.8 µM; S. cerevisiae Mot1-301 growth rescue, ATP luminescence, 38.5C; percent above DMSO median, 100 means doubled; 320,000 tested, 1% active; AID 2716;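 active means every valid replicate shows activation above 250% relative to neutral control wells; inactive means the rest, any valid replicate at or below 250%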;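 further: OY570 slx delta 5 strain wells were the positive control but not used for scaling; some compounds called inactive have numbers as strong as hits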
# Keap1-Nrf2 PPI: disrupts human Keap1 binding to Nrf2 peptide; Keap1 Kelch-Nrf2 peptide fluorescence polarization, 1536-well; inhibition, % at 9.4 µM; 340,000 tested, 0.15% active; in the data active means inhibition above about 12%;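 further: human Keap1 Kelch domain with fluorescein labeled Nrf2 9mer peptide probe; 0% = neutral control wells and 100% = peptide positive control; higher means more block of Keap1 binding to Nrf2 peptide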
# dFosB act: mouse delta FosB homodimer activation | P13346 | purified delta FosB, TAMRA-CDK5 oligo fluorescence polarization; percent of positive-control signal above neutral wells | activation, % at 25 µM | 340,000 tested, 0.99% active;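 active means mean activation above about 17%, with every replicate also reaching it, limit read from the data, passing the limit was not always enough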;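 further: fluorescence polarization rise as delta FosB binds a TAMRA Cdk5 AP-1 oligo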
# CDK5 inh: CDK5/p35 (human) kinase inhibition; AID 488839; 330,000 tested, 0.01% active; Recombinant CDK5/p35, ADP-Glo luminescence, 60 min; inhibition, % at 10 µM;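 active means highest replicate inhibition of at least 50% and at least 75% of replicates reaching 50%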;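 further: plate controls were DMSO neutral control for no effect and GW8510 at 10 µM for full effect; many of its hits are not listed in these tables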
# Target sequence (Q00535 whole entry, looked up): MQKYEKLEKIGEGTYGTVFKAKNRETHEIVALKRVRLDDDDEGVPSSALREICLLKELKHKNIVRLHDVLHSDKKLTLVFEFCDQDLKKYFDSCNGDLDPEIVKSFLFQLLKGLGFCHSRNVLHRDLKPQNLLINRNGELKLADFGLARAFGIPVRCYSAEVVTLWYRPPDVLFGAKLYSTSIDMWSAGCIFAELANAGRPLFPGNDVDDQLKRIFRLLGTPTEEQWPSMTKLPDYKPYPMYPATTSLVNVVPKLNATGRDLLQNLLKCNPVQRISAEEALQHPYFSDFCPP
# Target sequence (Q15078 whole entry, looked up): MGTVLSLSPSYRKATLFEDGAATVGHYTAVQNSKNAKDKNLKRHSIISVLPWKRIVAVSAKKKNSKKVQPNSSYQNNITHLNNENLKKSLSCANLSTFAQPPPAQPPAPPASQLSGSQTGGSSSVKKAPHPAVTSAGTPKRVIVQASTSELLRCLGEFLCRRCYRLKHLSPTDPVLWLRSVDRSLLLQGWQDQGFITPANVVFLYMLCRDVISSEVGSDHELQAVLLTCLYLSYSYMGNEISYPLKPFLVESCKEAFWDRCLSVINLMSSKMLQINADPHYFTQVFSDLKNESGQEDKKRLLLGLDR
# NSD2 HMT inh: NSD2 (human) methyltransferase inhibition. O96028. NSD2 peptide methylation, AlphaScreen, 120 min. inhibition, % at 12.5 µM. 310,000 tested, 0.54% active. AID 743445; in the data active means inhibition above about 50%
# RTF Ca sens inh: cardiac RTF calcium desensitization; P19429+P45379; inhibition, % at 7.15 µM; IANBD-labeled cardiac RTF, Ca2+ fluorescence; 340,000 tested, 0.12% active;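 active means inhibition above the mean inhibition of all tested compounds plus 3 SD, cut at about 17% in these data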;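 further: assay run at fixed EC70 calcium of 1.6 mM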
# PfHsp90 yeast 2: reduces growth (ATP signal) of yeast expressing P. falciparum Hsp90; S. cerevisiae expressing PfHsp90, BacTiter-Glo ATP, 48 h; yeast lacking PDR1 and PDR3 efflux regulators; inhibition, % at 9.4 µM; 310,000 tested, 0.32% active; AID 504621;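 active means every replicate shows inhibition above about 80%, whatever the replicate mean, limit read from the data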;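 further: 0% = DMSO neutral controls and 100% = 20 µM radicicol positive controls; yeast relying on Plasmodium falciparum Hsp90 in place of its own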
# Numbers without * were called inactive; · = no result given.
SMILES,RTF Ca sens act,C-LANA FP,PvdQ inh,Rtt109 Vps75,Mot1-301 SUMO,Keap1-Nrf2 PPI,dFosB act,CDK5 inh,NSD2 HMT inh,RTF Ca sens inh,PfHsp90 yeast 2
OCC1=C[C@@H](O)C2C=CO[C@@H](O[C@@H]3O[C@H](CO)[C@@H](O)[C@H](O)[C@H]3O)C12 (some centres undefined),8,1.4,-18,6,1,-1,1,-0.6,·,6,-15
Cc1ccc(OCCNC(=O)c2ccccc2O)cc1,-8,0.2,-16,10,16,3,-8,0.7,24,-5,2
CC1CCN(C(=O)CSc2nnc(-c3cccnc3)n2C2CCCCC2)CC1,-5,0.2,8,6,-16,-3,-5,-0.9,-1,3,-8
Cc1cc(N2CCCC(C(=O)Nc3ccc4c(c3)CCC4)C2)n2ncnc2n1 (centres undefined),5,-3.2,-3,7,5,1,-13,-0.6,0,3,11
CC(C)(C)c1cc(NC(=O)CSc2nnc(N)s2)n(-c2ccccc2)n1,3,-3.3,11,-2,9,-3,4,-0.5,-3,-15,-10
Cc1ccc(-n2nc(C)cc2Nc2ncc(Cl)cc2Cl)cc1,-6,-0.3,-4,-2,-7,1,-7,0.2,-3,7,-4
Cc1ccc(OCC(=O)NN=C2c3ccccc3-c3ccccc32)cc1,-7,-0.3,-4,-24,-4,1,0,1.3,-4,-2,-32
CCC/C(C)=C/c1ccc(CC)cn1,-6,0.2,-7,-11,9,-2,4,0.4,0,6,53
COc1cc(OC)cc(C(=O)N[C@H](C(=O)Nc2nc(-c3ccc(F)c(F)c3)cs2)C(C)C)c1,-1,0.1,-5,0,11,2,0,1.8,1,1,4
Cc1ccn2c(C(=O)N/N=C/c3ccc(Cl)cc3)c(C)nc2c1,-4,-0.2,-8,-2,·,-4,-6,-1.5,-4,4,9
COc1ccc2c(c1)CCC/C2=N/OC(=O)c1ccccc1OC,-1,-1.2,5,13,-12,4,-15,-0.7,0,-16,-12
COc1ccc(/C=C(/NC(=O)/C=C/c2ccccc2)C(=O)N2CCOCC2)cc1,1,-0.6,11,-2,8,-1,-2,3.5,-4,-1,6
N#C/C(=C/c1ccco1)C(N)=S,3,28,-4,6,0,10,-18,-1.4,-14,-4,-8
CCCCn1c(N)c(N(CC(C)C)C(=O)CCNC(=O)c2ccc(Br)cc2)c(=O)[nH]c1=O,-3,0.2,-13,-9,-11,-3,-9,1.3,·,-5,-3
CN1CCn2c1nc(N1CCOCC1)nc2=O,6,-2.1,-8,17,-19,6,6,-0.1,-2,-15,-7
O=C(CNCc1ccc(F)cc1)Nc1ccc(S(=O)(=O)N2CCOCC2)cc1,3,-0.7,-6,-3,-13,-12,-15,-1.7,0,2,46
Cc1cc(C)cc(NS(=O)(=O)c2ccc3c(c2)C(C)(C)C(=O)N3C)c1,4,-1.2,1,-2,10,2,-1,1.1,·,1,-9
Cc1ccc(-n2c(C)cc(/C=N/Nc3ccc([N+](=O)[O-])cn3)c2C)c(C)c1,10,2.3,-13,3,-6,-3,-16,1.0,0,-1,-22
CCOc1ccc(/C=C2/Sc3ccc(C(=O)N4CCOCC4)cc3N(C)C2=O)cc1OC,-3,-1.8,3,3,47,3,-19,-1.9,16,-2,-6
Cn1cc(CN2CCC(Oc3ccc(C(=O)N4CCCC4)cc3)CC2)cn1,1,-1.2,-13,-2,5,-3,1,-5.5,·,2,6
CCN1CCCC(OC(=O)Nc2ccccc2)C1 (centres undefined),9,-0.7,-4,-10,48,-4,-3,-1.3,2,2,-4

# Shown with tabs: six of the compounds above
Compound	RTF Ca sens act	C-LANA FP	PvdQ inh	Rtt109 Vps75	Mot1-301 SUMO	Keap1-Nrf2 PPI	dFosB act	CDK5 inh	NSD2 HMT inh	RTF Ca sens inh	PfHsp90 yeast 2
N#C/C(=C/c1ccco1)C(N)=S	3	28	-4	6	0	10	-18	-1.4	-14	-4	-8
Cc1ccc(OCC(=O)NN=C2c3ccccc3-c3ccccc32)cc1	-7	-0.3	-4	-24	-4	1	0	1.3	-4	-2	-32
OCC1=C[C@@H](O)C2C=CO[C@@H](O[C@@H]3O[C@H](CO)[C@@H](O)[C@H](O)[C@H]3O)C12 (some centres undefined)	8	1.4	-18	6	1	-1	1	-0.6	·	6	-15
CCOc1ccc(/C=C2/Sc3ccc(C(=O)N4CCOCC4)cc3N(C)C2=O)cc1OC	-3	-1.8	3	3	47	3	-19	-1.9	16	-2	-6
CCC/C(C)=C/c1ccc(CC)cn1	-6	0.2	-7	-11	9	-2	4	0.4	0	6	53
COc1ccc(/C=C(/NC(=O)/C=C/c2ccccc2)C(=O)N2CCOCC2)cc1	1	-0.6	11	-2	8	-1	-2	3.5	-4	-1	6

# Whole records from above. Screens in order: RTF Ca sens act	C-LANA FP	PvdQ inh	Rtt109 Vps75	Mot1-301 SUMO	Keap1-Nrf2 PPI	dFosB act	CDK5 inh	NSD2 HMT inh	RTF Ca sens inh	PfHsp90 yeast 2
# `Cc1ccc(OCCNC(=O)c2ccccc2O)cc1` as listed: -8	0.2	-16	10	16	3	-8	0.7	24	-5	2
# `Cc1cc(N2CCCC(C(=O)Nc3ccc4c(c3)CCC4)C2)n2ncnc2n1` (centres undefined) as listed: 5	-3.2	-3	7	5	1	-13	-0.6	0	3	11
# `Cc1ccc(-n2c(C)cc(/C=N/Nc3ccc([N+](=O)[O-])cn3)c2C)c(C)c1` as listed: 10	2.3	-13	3	-6	-3	-16	1.0	0	-1	-22
